High-throughput results as filed in PubChem BioAssay.
GIRK2 activator: Activators of human GIRK2-containing channels. P48051. activation (% efficacy), % for hits at 37.5 µM. HEK293 GIRK2/NPY4 cells, thallium flux fluorescence. AID 1259324. 34,000 tested, under 10 active;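 active = primary screen hit, no activity in plain HEK293 cells, and in GIRK2-only cells above 5% efficacy rising with concentration; inactive = the rest, including fluorescent compounds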;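 also: efficacy is normalized control-subtracted fluorescence 15 s after thallium addition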
Target sequence (P48051 whole entry, looked up): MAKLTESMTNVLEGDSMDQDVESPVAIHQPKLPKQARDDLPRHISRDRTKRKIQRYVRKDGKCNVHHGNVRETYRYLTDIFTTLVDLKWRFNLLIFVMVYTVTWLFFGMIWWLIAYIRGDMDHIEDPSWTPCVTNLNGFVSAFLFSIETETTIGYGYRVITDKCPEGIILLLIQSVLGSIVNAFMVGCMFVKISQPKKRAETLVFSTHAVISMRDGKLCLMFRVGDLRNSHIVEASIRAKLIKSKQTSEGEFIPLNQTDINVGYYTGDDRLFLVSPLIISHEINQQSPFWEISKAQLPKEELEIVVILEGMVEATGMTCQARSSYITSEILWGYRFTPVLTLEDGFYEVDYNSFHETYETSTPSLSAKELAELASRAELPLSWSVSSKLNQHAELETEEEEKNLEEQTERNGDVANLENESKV
Calls only; i = inactive. These rows are one share of the data; count on the stated rates, not on these rows.

SMILES | GIRK2 activator
O=C(CN1N=NC2C(=O)N(c3ccc(F)cc3)C(=O)C21)Nc1cc(F)ccc1F (configuration not stated) | i
O=C1CC(NC(=O)COc2ccc(Cl)cc2)CN1 (configuration not stated) | i
CCOC(=O)c1csc(NC(=O)CCS(=O)(=O)c2ccc(OC)cc2)n1 | i
Cc1nc2ccccn2c1C(=O)Nc1ccc2c(c1)CC(=O)N2C | i
CC(=O)c1ccc(S(=O)(=O)NCCOc2ccc3nnc(C)n3n2)cc1 | i
COCc1cc(=O)[nH]c2cc(NC(=O)CSCc3ccccc3)ccc12 | i
COc1ccc2c(N3CCc4ccccc4C3)c(C#N)cnc2c1 | i
COc1ccc(C)cc1NC(=O)CCCn1nc(-c2ccc(Cl)cc2)ccc1=O | i
CN(C)C(CNS(=O)(=O)c1ccc(Cl)s1)c1ccc(F)cc1 (configuration not stated) | i
Cn1nnc2c(=O)n(CC(=O)N3CCCC3)cnc21 | i
O=C(Cc1cc(-c2ccc3c(c2)OCO3)on1)Nc1ccc2c(c1)OCCO2 | i
Cc1c(C)c(C)c(S(=O)(=O)NCCC(O)c2ccco2)c(C)c1C (configuration not stated) | i
COc1cccc(CNC(=O)CSc2ccc(NC(=O)c3ccc(C)cc3)nn2)c1 | i
COc1cccc2cc(C(=O)NCC3(O)CCc4ccccc43)oc12 (configuration not stated) | i
COc1ccc(S(=O)(=O)NCC(c2ccsc2)N2CCCCCC2)cc1C (configuration not stated) | i

The final two records of the part before lead into the next.
SMILES | GIRK2 activator
COc1cccc2cc(C(=O)NCC3(O)CCc4ccccc43)oc12 (configuration not stated) | i
COc1ccc(S(=O)(=O)NCC(c2ccsc2)N2CCCCCC2)cc1C (configuration not stated) | i
CC(C)(C)c1ccc(C(=O)NCC2CCN(Cc3ccco3)CC2)cc1 | i
CCc1ccccc1NC(=O)Cc1cc(-c2ccc(F)cc2)on1 | i
CC(C)OCCCNC(=O)C(=O)Nc1c2c(nn1-c1ccc(F)cc1)CS(=O)(=O)C2 | i
CCOc1cn(-c2ccc(F)cc2)nc1C(=O)N1CCCCC1 | i
O=C(NCCNc1ccc(Nc2ccncc2)nn1)c1c(F)cccc1F | i
CCOC(=O)N1CCN(C(=O)CN2CC(c3nc(-c4ccsc4)no3)C2)CC1 | i
O=C(NCCN1CCC(c2cccs2)CC1)c1ccc(S(=O)(=O)N2CCCC2)cc1 | i
COc1cn(CC(=O)Nc2ccc(NC(C)=O)cc2)c(CSc2nnc(C)s2)cc1=O | i
CSc1cccc(NC(=O)NCCNc2cc(-n3nc(C)cc3C)ncn2)c1 | i
O=C(CSc1ccc(NC(=O)c2cccs2)nn1)NCC1CCCO1 (configuration not stated) | i
CCC(=O)NCCC1=CCCCC1 | i
O=C(CSc1ccc(F)cc1)N(Cc1ccccn1)Cc1ccco1 | i
CC(=O)c1ccc(N2CCN(C(=O)Cc3csc(-n4cccc4)n3)CC2)cc1 | i
COc1ccc(CC(=O)Nc2nnc(-c3ccc(Br)s3)o2)cc1 | i
O=C(CSc1cc(=O)n(-c2ccccc2)nc1C(=O)O)Nc1ccc(C(F)(F)F)cc1 | i
Cn1cccc1C(O)CNC(=O)c1cccc(Cl)c1 (configuration not stated) | i
COc1cc(OC)cc(C(=O)Nc2ccc(OC(C)C)cc2)c1 | i
Cn1cccc(C(=O)Nc2ccc(CC(=O)NCC(F)(F)F)cc2)c1=O | i
CC(C)(C)NC(=O)N1CCC(CNC(=O)c2cccc(C#N)c2)CC1 | i
Cc1ccccc1NC(=O)Cc1csc(SCC(=O)c2ccccc2)n1 | i
COc1cn(CC(=O)N2CCCc3ccccc32)c(CSc2ccc(Cl)cc2)cc1=O | i
CNS(=O)(=O)c1ccc(C(=O)Nc2cccc(C(F)(F)F)c2)o1 | i
Cc1cccc(NC(=O)C(=O)NCC(c2cccc3ccccc23)N2CCCC2)c1C (configuration not stated) | i
O=C(c1ccc2c(=O)n(Cc3ccccc3Cl)c(=S)[nH]c2c1)N1CCc2ccccc2C1 | i
COc1ccc(-c2cc3c(=O)n(Cc4nc(-c5ccc(OC)cc5)no4)ccn3n2)cc1 | i
CCOc1ccc(-c2noc(Cn3c(=O)n(-c4ccccc4)c(=O)c4sccc43)n2)cc1OC | i
O=C(Nc1ccc2ncsc2c1)C1COc2ccccc2O1 (configuration not stated) | i
COC(=O)c1sccc1S(=O)(=O)NCCC(O)c1ccco1 (configuration not stated) | i
Cc1nn(C2CCS(=O)(=O)C2)c(C)c1CC(=O)NCc1nc(-c2ccccc2)no1 (configuration not stated) | i
CC(Oc1ccccc1)C(=O)N1CCN(c2nccn2C)CC1 (configuration not stated) | i
Cc1ccc(NCCNC(=O)COc2ccccc2)nn1 | i
O=C(Nc1cc(-c2ccco2)nn1CCO)c1cc(=O)c2ccccc2o1 | i
Cc1ccc(Oc2cccc(C(=O)Nc3ccc(-c4csc(C)n4)cc3)c2)nn1 | i
CCc1ccc(S(=O)(=O)NCCCn2nc(-c3ccc(F)cc3)ccc2=O)cc1 | i
O=C(Nc1ccccc1)c1ccc(=O)n(CC(=O)N2CCc3ccccc32)n1 | i
CC1CCCN(C(=O)c2nc(-c3cnccn3)no2)C1 (configuration not stated) | i
COC(=O)N1CCN(c2ccc(C)c(C)c2)CC1 | i
COc1ccc(-c2cn(CC(=O)Nc3ccccc3OC)nc2N2CCOCC2)cc1 | i
COCCn1c(N)c(S(=O)(=O)c2ccc(OC)cc2)c2nc3ccccc3nc21 | i
O=S(=O)(NCCCN1CCOC(c2ccccc2)C1)c1cccs1 (configuration not stated) | i
COc1cccc(NC(=O)N2CCN(c3nc4c(OC)ccc(C)c4s3)CC2)c1OC | i
CCCOc1ccc(S(=O)(=O)NCC2CCN(S(=O)(=O)C3CC3)CC2)cc1C | i
Cc1cccc(C)c1NC(=O)CSc1ncc(-c2ccc(F)cc2)o1 | i
O=C1CC(c2noc(CN3CCN(c4ccccc4Cl)CC3)n2)CN1c1ccccc1 (configuration not stated) | i
O=C(Cn1c(-c2cnccn2)nc2ccccc21)NCCc1c[nH]c2ccccc12 | i

A different layout for two compounds above.
CCc1ccc(S(=O)(=O)NCCCn2nc(-c3ccc(F)cc3)ccc2=O)cc1
  GIRK2 activator: i

O=C(Nc1ccccc1)c1ccc(=O)n(CC(=O)N2CCc3ccccc32)n1
  GIRK2 activator: i

Following part.
SMILES | GIRK2 activator
CCOC(=O)Cc1csc(NC(=O)Cc2cc(-c3ccc(OC)cc3)on2)n1 | i
CCOC(=O)C(=O)Nc1cc2c3c(c1)C(C)C(=O)N3CCC2 (configuration not stated) | i
Cn1cccc(C(=O)Nc2ccc(CC(=O)N3CCC(O)CC3)cc2)c1=O | i
Cc1cccc(CC(=O)NCCNC(=O)c2ccc(NC(=O)C3CC3)cc2)c1 | i
Cc1ccc(NC(=O)C(=O)NCC(c2ccco2)N(C)C)c([N+](=O)[O-])c1 (configuration not stated) | i
CCOc1ccccc1N1C(=S)NC2CC1(C)Oc1c(OC)cccc12 (configuration not stated) | i
CCn1nnc2c(N3CCN(C(=O)NC(c4ccccc4)c4ccccc4)CC3)ncnc21 | i
COC(=O)c1cc(C)ccc1NC(=O)C1(C)Cc2ccccc2C(=O)O1 (configuration not stated) | i
O=C(Cc1ccc(NS(=O)(=O)c2ccc(F)cc2)cc1)N1CCOCC1 | i
COc1ccc(CCNC(=O)Cn2nc(-c3cc(C)ccc3C)ccc2=O)cc1OC | i
O=C(NCCNC(=O)c1ccccc1Cl)c1ccc(NC(=O)c2ccc(F)cc2)cc1 | i
CCOC(=O)C1CCCN(CC(O)COc2ccc(C(=O)CC)cc2)C1 (configuration not stated) | i
COc1ccc(C(=O)Nc2ccc3scnc3c2)cc1 | i
O=C(NCC(c1cccc2ccccc12)N1CCCC1)C(=O)Nc1ccncc1 (configuration not stated) | i
O=C(NCC(F)(F)F)C1CCN(C(=O)CSC2CCCC2)CC1 | i

Overlap with the part before: 5 compounds, followed by the next part.
SMILES | GIRK2 activator
O=C(NCCNC(=O)c1ccccc1Cl)c1ccc(NC(=O)c2ccc(F)cc2)cc1 | i
CCOC(=O)C1CCCN(CC(O)COc2ccc(C(=O)CC)cc2)C1 (configuration not stated) | i
COc1ccc(C(=O)Nc2ccc3scnc3c2)cc1 | i
O=C(NCC(c1cccc2ccccc12)N1CCCC1)C(=O)Nc1ccncc1 (configuration not stated) | i
O=C(NCC(F)(F)F)C1CCN(C(=O)CSC2CCCC2)CC1 | i
CCOc1ccccc1NC(=O)Cn1nc2ccc(C(=O)Nc3cccc(C)c3)cn2c1=O | i
CSc1ccc(-c2noc(Cn3ccn4nc(-c5ccc(C)cc5)cc4c3=O)n2)cc1 | i
CN(C1CC1)S(=O)(=O)c1ccc(C(=O)Nc2nc(-c3ccc(C#N)cc3)cs2)cc1 | i
CCOc1ccccc1-n1nnnc1SCC(=O)Nc1ccccc1C | i
Cc1cc(N2CCN(c3ccccc3Cl)CC2)nc(-n2cc([N+](=O)[O-])cn2)n1 | i
CC(C)c1cc(=O)n(CC(=O)Nc2ccc(S(=O)(=O)Nc3nccs3)cc2)cn1 | i
C=CCn1c(=O)c2c(nc3oc(-c4ccccc4)cn32)n(C)c1=O | i
COc1ccccc1OCC(=O)Nc1ccc(N2CCCC2=O)c(OC)c1 | i
CCOc1ccc(-c2cc(=O)n(CC(=O)N3CCOCC3)cn2)cc1 | i
COc1ccc(-c2c(C)nn3c(Cl)cc(C)nc23)cc1OC | i
Cc1cc(C(=O)Nc2nc3ccc(S(N)(=O)=O)cc3s2)on1 | i
COc1cccc(-n2nnnc2SCC(=O)NCCc2c[nH]c3cc(OC)ccc23)c1 | i
Cc1cc(C)c(N2CCN(C(=O)c3cc4cc(Br)ccc4oc3=O)CC2)c(C)c1 | i
COc1ccc(NC(=O)CSc2ccc(NC(=O)c3cccs3)nn2)cc1OC | i
CCN1CCN(C(CNS(=O)(=O)c2cccs2)c2cccnc2)CC1 (configuration not stated) | i
O=C(NCCNc1cc(-n2cccn2)ncn1)Nc1ccc2c(c1)OCCO2 | i
CC(C)S(=O)(=O)c1ccc(CC(=O)Nc2ccc3c(c2)N(C(=O)C2CC2)CC3)cc1 | i
Cc1ccc(Oc2cccc(C(=O)NCCO)c2)nn1 | i
O=C(NCC1CCN(C(=O)Nc2ccc(F)cc2)CC1)c1ccco1 | i
COc1ccc(-c2cc(C(=O)O)c3[nH]c(-c4ccccc4)nc3n2)cc1OC | i
Cc1ccc(NC(=O)C(=O)NCC2CCN(Cc3ccco3)CC2)cc1F | i
COc1cc(NC(=O)c2ccc3c(c2)OCO3)ccc1N1CCCCC1=O | i
Cc1ccc(CNC(=O)CSc2nc(=O)n(N3CCN(C)CC3)c3c2CCC3)cc1 | i
COc1ccc(C(=O)c2c(N)c(C#N)c3ccccn23)cc1 | i
CCOC(=O)Cn1c(=NC(=O)c2ccn(C)n2)sc2cc(S(C)(=O)=O)ccc21 | i
COc1cccc(CCNC(=O)CCc2csc(NC(=O)c3ccc(F)cc3)n2)c1 | i
CCOC(=O)Cc1csc(NC(=S)NC(=O)C2CCCCC2)n1 | i
Cc1cc2c(SCC(=O)Nc3ccccc3[N+](=O)[O-])ncnc2s1 | i
CC(C)Oc1ccc(C(=O)NCC2CCN(Cc3cccs3)CC2)cc1 | i
CC(=O)Nc1ccc(NC(=O)CCn2nc(C)cc2C)cc1 | i
O=C(c1cnccn1)N1CC(C(=O)N2CCN(c3cccc(C(F)(F)F)c3)CC2)C1 | i
COC(=O)c1ccc(NC(=O)Cn2cc(-c3ccccc3C)c(N3CCOCC3)n2)cc1 | i
COCCNC(=O)Cc1ccc(NC(=O)C2CCCCC2)cc1 | i
O=C(Cc1ccc(F)cc1)N1CC(c2nc(-c3cccc(C(F)(F)F)c3)no2)C1 | i
CCNc1nn(CC(=O)Nc2ccc(OC)cc2)c(N)c1-c1nc(-c2ccccc2C)no1 | i
O=C(Nc1ccc(CC(=O)N2CCOCC2)cc1)c1ccco1 | i
Cc1ccc(-c2cn(CC(=O)Nc3ccccc3)nc2N2CCOCC2)cc1 | i
COCCNC(=O)Cc1ccc(NC(=O)Cc2ccc(Cl)cc2)cc1 | i
Cc1cc(C)n(-c2ccc(N3CCC(C(=O)Nc4cccc([N+](=O)[O-])c4)CC3)nn2)n1 | i
O=C(c1cnn(-c2ccccc2)n1)N1CCN(c2ccc(-c3ccco3)nn2)CC1 | i
COCCN1CCC(CNC(=O)NC(C)C)CC1 | i
O=C(NCc1ccccn1)C1CCCN(C(=O)Nc2cccs2)C1 (configuration not stated) | i
Cc1noc(CNC(=O)CSc2ccc(F)cc2)n1 | i
O=C(NCC(O)c1ccccc1)c1ccc(Cl)c(S(=O)(=O)N2CCCCCC2)c1 (configuration not stated) | i
O=C(CCCS(=O)(=O)c1ccccc1)Nc1nc2c(s1)COc1ccccc1-2 | i

4 entries from above, sorted by heavy-atom count, lowest first:
SMILES | GIRK2 activator
COc1ccc(C(=O)c2c(N)c(C#N)c3ccccn23)cc1 | i
COc1cccc(CCNC(=O)CCc2csc(NC(=O)c3ccc(F)cc3)n2)c1 | i
COc1cn(CC(=O)Nc2ccc(NC(C)=O)cc2)c(CSc2nnc(C)s2)cc1=O | i
CCNc1nn(CC(=O)Nc2ccc(OC)cc2)c(N)c1-c1nc(-c2ccccc2C)no1 | i

Following part
SMILES | GIRK2 activator
COc1ccc(-c2nnc(NC(=O)c3ccc([N+](=O)[O-])s3)o2)cc1OC | i
Cn1nccc1C(=O)Nc1nc(-c2ccc(Cc3ccccc3)cc2)cs1 | i
Cc1nc2ccccn2c(=O)c1NC(=O)Nc1cccs1 | i
Cc1ccc2nc3c(cc(C(=O)NCc4ccc5c(c4)OCO5)n3Cc3ccccc3)c(=O)n2c1 | i
O=C(Cn1nc(-c2ccco2)c2sc(N3CCOCC3)nc2c1=O)Nc1ccc(F)cc1F | i
O=C(Cc1cccs1)Nc1ccc2c(c1)N(C(=O)C1CCCC1)CC2 | i
O=C(NCc1ccncc1)C1(c2ccc(F)cc2)CC1 | i
Nc1c(C(=O)NCc2ccc(Cl)cc2)nnn1-c1ccc(F)cc1 | i
CC1CS(=O)(=O)N(c2ccc(S(=O)(=O)N(C)Cc3ccccc3)cc2)C1=O (configuration not stated) | i
